# N370S GC – qHTS Assay for Inhibitors and Activators of N370S glucocerebrosidase as a Potential Chaperone Treatment of Gaucher Disease. Lysosomal acid glucosylceramidase (Homo sapiens), P04062. N370S GC spleen homogenate, 4MU-glucoside fluorescence. Potency, µM (series often up to 59.4 µM), inactives show at the highest dose activity change, negative = inhibition, usual class: inhibitors. actives 0.092% (n = 330,000);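 note: 0% = full enzyme activity and -100% = no enzyme basal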
# GCN5L2 inh – qHTS Assay for Inhibitors of GCN5L2 | Histone acetyltransferase KAT2A (Homo sapiens), Q92830 | GCN5L2 HAT assay, ThioGlo1 CoA-SH fluorescence | Potency, µM (highest dose often 58.9 µM), without a hit: at the top dose activity change, negative = inhibition, actives largely listed as inhibitors | actives 0.21% (n = 390,000) | AID 504327, 2011
# Target sequence (Q92830 whole entry, looked up): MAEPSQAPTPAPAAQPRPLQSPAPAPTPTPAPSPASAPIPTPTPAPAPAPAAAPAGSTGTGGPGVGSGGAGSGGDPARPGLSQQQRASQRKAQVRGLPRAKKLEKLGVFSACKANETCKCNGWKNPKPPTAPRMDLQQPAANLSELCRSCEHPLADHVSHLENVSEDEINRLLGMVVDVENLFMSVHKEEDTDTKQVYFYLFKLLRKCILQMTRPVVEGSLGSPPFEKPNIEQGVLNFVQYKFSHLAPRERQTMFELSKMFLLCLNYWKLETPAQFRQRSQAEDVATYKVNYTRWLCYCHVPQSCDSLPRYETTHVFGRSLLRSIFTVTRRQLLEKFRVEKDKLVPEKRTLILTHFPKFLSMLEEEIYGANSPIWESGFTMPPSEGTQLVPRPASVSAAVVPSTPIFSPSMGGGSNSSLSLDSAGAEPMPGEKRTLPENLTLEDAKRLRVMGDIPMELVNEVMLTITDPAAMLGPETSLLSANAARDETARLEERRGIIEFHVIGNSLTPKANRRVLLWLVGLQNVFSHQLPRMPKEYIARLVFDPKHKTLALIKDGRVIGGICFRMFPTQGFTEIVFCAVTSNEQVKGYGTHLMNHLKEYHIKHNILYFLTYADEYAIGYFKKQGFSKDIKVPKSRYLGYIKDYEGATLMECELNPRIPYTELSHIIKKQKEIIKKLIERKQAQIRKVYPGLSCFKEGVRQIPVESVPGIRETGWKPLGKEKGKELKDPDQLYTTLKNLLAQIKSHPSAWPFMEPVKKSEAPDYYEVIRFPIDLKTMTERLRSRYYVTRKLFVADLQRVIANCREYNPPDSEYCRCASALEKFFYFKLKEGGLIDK
#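 Titration-based screen in which CoA formation is detected via maleimide probe ThioGlo1 (50uM) turning fluorescent on thiol reaction; substrates H3(1-25) 75uM and acetyl-CoA 70uM, GCN5L2 20nM, 20 min incubation at room temperature.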
# FEN1 inhibitor – qHTS Assay for the Inhibitors of Human Flap endonuclease 1 (FEN1) | Recombinant FEN1 flap cleavage, fluorescence, 15 min | Potency, µM (top dose mostly 114 µM), inactives show at the top dose activity change, negative = inhibition, most hits filed as inhibitors | actives 0.35% (n = 390,000); note: nearly all actives have a fitted effect of over 65% in size
#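 FEN1 at 10 nM preincubated with compounds 15 min at room temperature, then flap DNA substrate added at 50 nM final. Signal read at 0 and 15 min; concentration-response fitted with four-parameter Hill equation.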
# Active calls of the source: *; ? = inconclusive; . = no result given; [ ] = dose if it differs, or a comment. Calls come from the whole dose curve; as a rule, active = well fitted curve in the direction sought with a large enough effect; inconclusive = small, poorly fitted or top-dose-only effect, or another doubt; inactive = no such curve, though single readings can be large; an effect the other way counts as inactive or inconclusive. Unless noted, % is set by controls: 0 for no effect and ±100 for the full control effect; potency is the fitted concentration of half-maximal effect.
cpd | N370S GC | GCN5L2 inh | FEN1 inhibitor | compound
1 | . | -9% | -16% | CC(C)CS(=O)(=O)c1oc(-c2ccc(F)cc2)nc1S(=O)(=O)c1ccccc1
2 | -11% | 3% | 15% | O=c1cc(CSc2nnc(COc3ccccc3)n2-c2ccccc2)c2ccccc2[nH]1
3 | -6% | -4% | 4% | CC(C)OP(=O)(OC(C)C)/C(C=O)=N\Nc1ccc([N+](=O)[O-])cc1
4 | 2% | 2% | 2% | CC12CCC(=O)N1C(C(=O)Nc1cccc3ccccc13)CS2 (stereo not drawn)
5 | 3% | 0% | -6% | COc1ccc([N+](=O)[O-])cc1NC(=O)CSc1nc(C)c(C)c(C)n1
6 | 16% | -13% | -2% | COc1cc(OC)cc(C(=O)N[C@H](C(=O)OCC(=O)N2CCc3ccccc32)C(C)C)c1
7 | 0% | 3% | 1% | Cc1cc(C)cc(NC(=O)CSc2nnc(CN3CCOCC3)n2C)c1
8 | 9% | -8% | 14% | CCCC(=O)N1CCN(c2ccc(NC(=O)c3ccc(OCC)c([N+](=O)[O-])c3)cc2)CC1
9 | 7% | 0% | 5% | CCOc1ccc(NC(=O)Nc2ccccc2SC)cc1
10 | 0% | ? | 20% | Cc1ccc(S(=O)(=O)Nc2ccc3c(c2)n(C)c(=O)n3C)cc1
11 | -15% | -18% | 0% | Fc1ccccc1CNc1ncnc2sccc12
12 | -7% | -1% | 7% | CN(C)S(=O)(=O)c1cccc(NS(=O)(=O)c2ccc(Cl)s2)c1
13 | -7% | -2% | 6% | CN(CCOc1ccc(Cl)cc1)C(=O)C1CCN(C(=O)c2ccc(F)cc2)CC1
14 | 7% | -2% | 30% | Cc1nc2c(c(=O)n1CCC(C)C)c1nc3ccccc3nc1n2CC1CCCO1 (stereo not drawn)
15 | -1% | -7% | -3% | CCc1ccc(C(=O)c2ccccc2C(=O)O)s1
16 | -1% | . | -10% | OB(O)c1ccc(B(O)O)cc1
17 | 11% | -5% | -14% | COc1ccc(OC)c(N=Cc2c(O)c3ccccc3oc2=O)c1
18 | 2% | -1% | 4% | CCCSc1nc(N)c(C#N)c(-c2ccc(C)cc2)c1C#N
19 | 13% | -12% | -1% | COc1cccc(OCC(=O)NN=C2c3ccccc3-c3ccccc32)c1
20 | 3% | -3% | -6% | Cc1ccc(S(=O)(=O)c2ccc(NN)cc2)cc1
21 | 2% | -2% | 13% | CCN1CCN(C(=O)c2ccc(Cn3c(=O)[nH]c4cc(OC)c(OC)cc4c3=O)cc2)CC1
22 | 1% | -6% | -11% | O=C(C1CCCC1)N1CCN(S(=O)(=O)c2ccc(F)c(F)c2F)CC1
23 | 4% | -3% | 6% | COc1ccc(/C(C)=N/NC(=O)CCC(=O)Nc2ccc(Cl)cc2Cl)c(OC)c1
24 | -20% | -15% | -7% | Cc1ccc(Sc2c(CO)c(-c3ccccc3)nn2C)cc1
25 | -10% | -18% | 12% | CCN1CCCC1CNC(=O)c1[nH]c2ccc(OC)cc2c1C (stereo not drawn)
26 | -2% | -8% | -14% | Cn1ncc(Br)c1C(=O)Nc1ccc(F)cc1F
27 | -15% | 1% | -6% | C/C(=N\NC(=O)c1nnn(-c2nonc2N)c1CSc1ccccc1)c1cccnc1
28 | -26% | -5% | -3% | CCn1c(C)c(C(C)=O)c(SC)nc1=S
29 | 2% | -5% | 6% | CC(C)NC(=O)c1ccc2c(=O)n(CC3CCCO3)c(=S)[nH]c2c1 (stereo not drawn)
30 | . | 1% | 18% | COc1ccccc1NC(=O)Cn1c(=O)n(-c2cccc(Cl)c2)c(=O)c2c1c1cc(C)ccc1n2C
31 | -2% | -4% | -4% | COc1ccccc1NC(=O)C1CCCN(S(=O)(=O)c2c(C)noc2C)C1 (stereo not drawn)
32 | . | -6% | -18% | O=S1(=O)N[C@@H](Cc2ccccc2)COc2cc(Br)ccc21
33 | . | 5% | -16% | Cc1cc(C(=O)NNC(=O)C(CCC(N)=O)NS(=O)(=O)c2ccc(Cl)cc2)c(C)o1 (stereo not drawn)
34 | . | -7% | 0% | CN1CCN(C(CNC(=O)c2ccccc2)c2ccc3c(c2)OCO3)CC1 (stereo not drawn)
35 | ? | ? | -5% | Cc1cc(OC(F)F)ccc1NC(=S)NCCc1ccccc1
36 | -21% | -4% | 14% | CN(CC(=O)Nc1ccc(F)cc1)C(=O)COc1ccc(C(=O)c2ccccc2)cc1
37 | 3% | -8% | 9% | CCOC(=O)c1cc(Sc2ccccc2N)cc(C(=O)OCC)n1
38 | 7% | -3% | 3% | NC(=O)c1ccc(NS(=O)(=O)c2ccc3ccccc3c2)cc1
39 | 0% | 1% | 1% | COc1nc(Nc2ccc(OC)c(Cl)c2)nc(OC)n1
40 | 1% | -15% | 0% | CC(=O)c1c(COC(=O)c2ccncc2)nc2ccccc2[n+]1[O-]
41 | -8% | -1% | -3% | Cc1cc(OCC(=O)N2CCN(c3ccc(F)cc3)CC2)c2c(C)cc(=O)oc2c1
42 | 0% | -1% | -8% | O=[N+]([O-])c1ccc(Oc2ccc(S(=O)(=O)N3CCCCC3)cc2)cc1
43 | 0% | -6% | -3% | COc1ccc(NS(=O)(=O)c2cc(NC(=O)c3ccco3)ccc2N2CCCC2)cc1
44 | -2% | -6% | 11% | COc1ccc(CNn2c(-c3ccccc3F)nc3ccccc3c2=O)cc1OC
45 | 5% | -12% | 3% | CC(C)CCn1c(SCC(=O)N2CC(=O)Nc3ccccc32)nc2scc(-c3cccs3)c2c1=O
46 | 5% | 0% | 3% | O=[N+]([O-])c1ccccc1OCCN1CCOCC1
47 | -5% | -2% | -1% | Cc1cccc(C(=O)Nc2sc3c(c2C#N)CCCCC3)c1
48 | . | -1% | 0% | Cc1ccc(C)c(N2C(=O)N(C)c3ccccc3S2(=O)=O)c1
49 | -18% | -2% | 4% | Cc1cccc(N2CCN(S(=O)(=O)c3ccc4[nH]c(=O)ccc4c3)CC2)c1C
50 | 0% | 2% | 5% | CSc1ncc2ncn(C3OC(CO)C(O)C3O)c2n1 (stereo not drawn)
51 | -2% | -9% | 7% | CC1CC(C)CN(c2oc(-c3ccccc3F)nc2C#N)C1 (stereo not drawn)
52 | 4% | -2% | -17% | COCCCNC(=O)c1cccc(NC(=O)c2ccccc2)c1
53 | . | -7% | -5% | COc1cc(NC(=O)C2=C(C)Nc3nnnn3C2c2ccc(SC)cc2)c(OC)cc1Cl (stereo not drawn)
54 | 3% | -2% | -3% | CSC1=NCCN1C(=O)Cc1ccc(Cl)cc1
55 | 3% | 1% | 2% | O=C(O)CC1(CC(=O)NCc2ccncc2)CCCCC1
56 | 4% | -16% | -2% | COc1ccccc1NC(=O)COc1ccc(C(=O)NC2CCCc3ccccc32)cc1OC (stereo not drawn)
57 | 6% | 0% | 21% | CC(=O)Nc1ccccc1-c1nc2ccc(C(=O)N3CCN(c4ccccc4)CC3)cc2[nH]c1=O
58 | -6% | 1% | 6% | CCn1nc(C(=O)NCc2nnc3ccccn23)c2ccccc2c1=O
59 | 3% | -2% | -17% | Cc1[nH]c(C)c(S(=O)(=O)N2c3ccccc3CC2C)c1C(=O)N1CCCCC1 (stereo not drawn)
60 | -1% | -5% | 1% | COc1ccc(Oc2cccc(Cl)c2CNC(=O)CSCC(=O)O)cc1

# (listing goes on)
cpd | N370S GC | GCN5L2 inh | FEN1 inhibitor | compound
61 | ? | 27% | 3% | CCC(CC)c1nnc(NC(=O)C2CC(=O)N(c3ccc4c(c3)OCCO4)C2)s1 (stereo not drawn)
62 | 18% | -17% | -2% | C=CCNc1oc(-c2cccs2)nc1C#N
63 | 0% | -14% | -7% | CCNC(=S)N1CCN(c2nc(-c3ccc(F)cc3)cs2)CC1
64 | 11% | 46%[activator] | -5% | O=C(NCc1cn2ccsc2n1)c1cccc(C(F)(F)F)c1
65 | 25% | -2% | -14% | CCOC(=O)c1noc(C)c1C(=O)Nc1nc(C)cc(C)n1
66 | -7% | 0% | -4% | CCN(CC)S(=O)(=O)c1ccc(S(=O)(=O)Nc2c(C)nn(C)c2C)cc1
67 | . | -9% | -22% | O=C(NCCn1cc(SCc2ccc(F)cc2)c2ccccc21)c1cccs1
68 | . | -4% | 14% | CCc1cccc(CC)c1N(COC)C(=O)Cn1c(CC)nc2ccccc21
69 | ? | -17% | -4% | CNC(=O)c1sc2nc(-c3ccc(OC)cc3)cn2c1C
70 | -6% | -6% | -5% | CCOc1ccccc1N(CC(=O)Nc1ccc(S(=O)(=O)N2CCCC2)cc1)S(C)(=O)=O
71 | 11% | -6% | -19% | CCOC(=O)C1=NN(c2ccccc2C)C2=NC(C)=C(C(=O)OC)C(c3cccc(OC)c3)N12 (stereo not drawn)
72 | 0% | 3% | 9% | Cc1ccc(S(=O)(=O)NCCSc2nncn2C)cc1
73 | -11% | -8% | 0% | CCOc1ccc(CCNC(=O)CCc2nc(-c3ccc(C)cc3)no2)cc1OCC
74 | . | -8% | -23% | COc1ccc(OC)c(NC(=O)c2c(NCc3sccc3C)sc3c2CCCCC3)c1
75 | -15% | 0% | -24% | O=C(NC1CCN(Cc2ccccc2)CC1)c1ccc(Oc2cc(Cl)cc(Cl)c2)o1
76 | -2% | -10% | . | CC(C)=CCC/C(C)=C/CO
77 | -1% | -7% | 0% | Cc1cccc(NC(=O)CNC(=O)CN2C(=O)NC3(CCCc4ccccc43)C2=O)c1C (stereo not drawn)
78 | 2% | 0% | 2% | CC(OC(=O)c1ccc2c(=O)n3c(nc2c1)CCCCC3)C(=O)Nc1ccc(F)cc1Cl (stereo not drawn)
79 | -4% | 2% | -15% | COc1ccc(NC(=S)N2CCC(C(=O)c3ccc(F)cc3)CC2)c(OC)c1
80 | -2% | -2% | -1% | O=C(NCC(c1ccco1)N1CCc2ccccc21)c1cccc(F)c1 (stereo not drawn)

# Shown bar-delimited: 20 of the compounds above
no. | Compound | N370S GC | GCN5L2 inh | FEN1 inhibitor
61 | CCC(CC)c1nnc(NC(=O)C2CC(=O)N(c3ccc4c(c3)OCCO4)C2)s1 (stereo not drawn) | ? | 27% | 3%
62 | C=CCNc1oc(-c2cccs2)nc1C#N | 18% | -17% | -2%
63 | CCNC(=S)N1CCN(c2nc(-c3ccc(F)cc3)cs2)CC1 | 0% | -14% | -7%
64 | O=C(NCc1cn2ccsc2n1)c1cccc(C(F)(F)F)c1 | 11% | 46%[activator] | -5%
65 | CCOC(=O)c1noc(C)c1C(=O)Nc1nc(C)cc(C)n1 | 25% | -2% | -14%
66 | CCN(CC)S(=O)(=O)c1ccc(S(=O)(=O)Nc2c(C)nn(C)c2C)cc1 | -7% | 0% | -4%
67 | O=C(NCCn1cc(SCc2ccc(F)cc2)c2ccccc21)c1cccs1 | . | -9% | -22%
68 | CCc1cccc(CC)c1N(COC)C(=O)Cn1c(CC)nc2ccccc21 | . | -4% | 14%
69 | CNC(=O)c1sc2nc(-c3ccc(OC)cc3)cn2c1C | ? | -17% | -4%
70 | CCOc1ccccc1N(CC(=O)Nc1ccc(S(=O)(=O)N2CCCC2)cc1)S(C)(=O)=O | -6% | -6% | -5%
71 | CCOC(=O)C1=NN(c2ccccc2C)C2=NC(C)=C(C(=O)OC)C(c3cccc(OC)c3)N12 (stereo not drawn) | 11% | -6% | -19%
72 | Cc1ccc(S(=O)(=O)NCCSc2nncn2C)cc1 | 0% | 3% | 9%
73 | CCOc1ccc(CCNC(=O)CCc2nc(-c3ccc(C)cc3)no2)cc1OCC | -11% | -8% | 0%
74 | COc1ccc(OC)c(NC(=O)c2c(NCc3sccc3C)sc3c2CCCCC3)c1 | . | -8% | -23%
75 | O=C(NC1CCN(Cc2ccccc2)CC1)c1ccc(Oc2cc(Cl)cc(Cl)c2)o1 | -15% | 0% | -24%
76 | CC(C)=CCC/C(C)=C/CO | -2% | -10% | .
77 | Cc1cccc(NC(=O)CNC(=O)CN2C(=O)NC3(CCCc4ccccc43)C2=O)c1C (stereo not drawn) | -1% | -7% | 0%
78 | CC(OC(=O)c1ccc2c(=O)n3c(nc2c1)CCCCC3)C(=O)Nc1ccc(F)cc1Cl (stereo not drawn) | 2% | 0% | 2%
79 | COc1ccc(NC(=S)N2CCC(C(=O)c3ccc(F)cc3)CC2)c(OC)c1 | -4% | 2% | -15%
80 | O=C(NCC(c1ccco1)N1CCc2ccccc21)c1cccc(F)c1 (stereo not drawn) | -2% | -2% | -1%
